Cardio protect: myocardial damage modulation in H9c2 cells; hit rate 0.63% among 360,000; protection from H2O2 cell death, % at 20 µM; H9c2 cardiomyocytes, H2O2 injury protection, ATPLite, 2 h; AID 588492;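 active = compounds giving at least 50% protection of heart cells from peroxide-induced death in the single-dose screen, raw or plate-pattern-corrected value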;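 also: 0% = DMSO wells with peroxide and 100% = DMSO wells without peroxide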
aDG glyco up: increases alpha dystroglycan glycosylation. Pro5-aDG cells, alpha-DG glycosylation AlphaScreen (IIH6); 0% Pro5, 100% B10-LARGE cell signal. activation, % at 10 µM. hit rate 0.22% among 360,000;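 active = activation of at least 8% versus controls, or a plate z-score of at least 8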;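 also: Pro5 are CHO cells carrying HIG-tagged alpha-DG that lacks glycosylation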
m5-HT2A agonist: agonists of mouse serotonin 5-HT2A receptor (HTR2A). P35363. CHO-K1 mHTR2A beta-arrestin complementation, luminescence; percent of 30 µM serotonin response. AID 624169. hit rate 0.66% among 360,000. activation, % at 7.6 µM;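 active = activation above a run cutoff, the mean activation of all tested compounds plus 3 SD, cut at about 14% in these data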;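 also: 0% = plate median of compound wells and 100% = 30 µM serotonin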
Target sequence (P35363 whole entry, looked up): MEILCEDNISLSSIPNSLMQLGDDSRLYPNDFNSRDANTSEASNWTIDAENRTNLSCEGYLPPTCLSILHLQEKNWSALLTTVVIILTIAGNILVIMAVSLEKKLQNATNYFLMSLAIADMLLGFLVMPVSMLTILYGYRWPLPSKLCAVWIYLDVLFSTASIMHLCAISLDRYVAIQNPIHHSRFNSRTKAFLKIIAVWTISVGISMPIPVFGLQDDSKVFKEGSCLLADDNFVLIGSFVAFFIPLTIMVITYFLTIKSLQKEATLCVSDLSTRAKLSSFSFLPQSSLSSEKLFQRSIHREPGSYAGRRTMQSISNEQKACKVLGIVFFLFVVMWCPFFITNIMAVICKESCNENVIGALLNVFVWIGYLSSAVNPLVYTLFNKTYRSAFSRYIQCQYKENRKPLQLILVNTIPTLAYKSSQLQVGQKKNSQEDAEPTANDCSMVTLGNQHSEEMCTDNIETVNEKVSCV
CaV13 FRET inh: Disruptors of the CACNA1D IQ motif to Ca2+-dependent inactivation inhibitor domain association, primary screening, Förster resonance energy transfer in intact living …; hit rate 0.098% among 340,000; HEK cells, CFP/YFP FRET ICDI-IQ, plate reader, 10 min; percent FRET-ratio fall versus neutral wells; inhibition, % at 12.3 µM;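 active = mean replicate inhibition of at least 30% and at least 1% of replicates passing that level; inconclusive = only one of the two criteria is met; inactive = neither criterion is met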;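 also: 0% = median of the neutral control wells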
PDI turbidity: PDI (human) enzyme inhibition; P07237; PDI insulin aggregation turbidity, A650, 90 min; inhibition, % at 10 µM; hit rate 0.052% among 350,000;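 active = mean inhibition across replicates of 30% or more, whatever share of single replicates reach that level; inconclusive = mean inhibition below 30% while every single replicate reaches 30%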;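 also: absorbance from insulin aggregation driven by PDI reduction with DTT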
Target sequence (P07237 whole entry, looked up): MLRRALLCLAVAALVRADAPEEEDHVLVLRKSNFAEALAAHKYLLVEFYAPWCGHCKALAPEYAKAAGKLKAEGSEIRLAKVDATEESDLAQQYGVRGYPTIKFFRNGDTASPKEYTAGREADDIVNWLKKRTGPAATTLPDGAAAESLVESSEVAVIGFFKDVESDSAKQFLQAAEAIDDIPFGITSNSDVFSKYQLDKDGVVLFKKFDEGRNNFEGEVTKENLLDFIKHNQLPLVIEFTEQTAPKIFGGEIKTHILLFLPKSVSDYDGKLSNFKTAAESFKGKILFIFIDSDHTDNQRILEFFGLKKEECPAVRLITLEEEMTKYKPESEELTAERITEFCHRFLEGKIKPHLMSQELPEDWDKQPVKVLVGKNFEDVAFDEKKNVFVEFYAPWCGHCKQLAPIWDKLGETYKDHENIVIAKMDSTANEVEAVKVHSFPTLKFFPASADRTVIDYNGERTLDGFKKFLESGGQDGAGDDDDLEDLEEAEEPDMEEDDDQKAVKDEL
ABCB6 inh MLPCN: inhibitors of human ABC transporter ABCB6; fluorescence ratio to DMSO, % at 10 µM; K562-ABCB6 porphyrin accumulation, flow cytometry, 1 h; active compounds read low; hit rate 0.19% among 360,000; Q9NP58;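 active = fluorescence ratio to DMSO below 75%, the collection mean minus 3 SD; inconclusive = too few cells collected in the well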;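 also: signal is porphyrin accumulated inside mitochondria; 100% equals median channel fluorescence of DMSO control wells; lower ratio means ABCB6 inhibition with less porphyrin fluorescence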
MC4R barr agon: agonists of human melanocortin 4 receptor (MC4R) beta-arrestin; U2OS MC4R beta-arrestin complementation, luminescence; percent of melanotan II response, DMSO zero; hit rate 0.98% among 360,000; activation, % at 8.9 µM; AID 540308; P32245;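 active = activation above a per-plate cutoff, the mean activation of sample wells on that plate plus 3 SD, cut at about 8% in these data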
MC4R antag cAMP: human MC4R antagonism in cAMP assay. P32245. MC4R-expressing cells, MTII-stimulated cAMP, LANCE TR-FRET. inhibition, % at 6.5 µM. hit rate 0.48% among 360,000. AID 540295;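 active = inhibition above its plate's cutoff, the mean of tested wells on that plate plus 3 SD, cut at about 29% in these data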;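 also: 0% = Melanotan II alone and 100% = Melanotan II plus saturating MCL0020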
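Assay system: U2OS-MC4R stable cell line; Also added: Melanotan II; Technique: Eu-cAMP/anti-cAMP TR-FRET, emission 671 nm; Times: 30-min compound, 1-h challenge, 1-h detection, room temperature.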
Vif inh: blocks HIV Vif function | inhibition, % at 7.49 µM | HEK293T cells, Vif self-association by quenched fluorescence, imaging, 24 h | hit rate 0.35% among 340,000; in the data active = inhibition above about 50%, passing the limit was not always enough; inconclusive = no clear call, values can overlap the other calls; inactive = below about 31%; also: some results filed as inactive read as strong as hits
Glyco luc inh: blocks N-linked glycosylation in D54 reporter cells | hit rate 0.23% among 360,000 | D54 ERlucT glycosylation luciferase reporter, 24 h; percent of 100 nM tunicamycin response | reporter increase, % at 12.5 µM;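 active = mean luciferase reporter signal, scaled so untreated is 0 and the glycosylation-blocking control 100, at or above a set limit in every replicate; inconclusive = mean reaches the limit but not every replicate does; inactive = mean below the limit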;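 also: luciferase carries N-glycosylation sites so blocking glycosylation raises the light; 0% = median of neutral control wells and 100% = median of 100 nM tunicamycin wells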
Active calls of the source: *; ? = inconclusive; · = not tested or not shown.

smiles | MC4R antag cAMP | m5-HT2A agonist | PDI turbidity | CaV13 FRET inh | ABCB6 inh MLPCN | Vif inh | Cardio protect | Glyco luc inh | aDG glyco up | MC4R barr agon
Cc1ccc(S(=O)(=O)N(C)c2ccc(OC(=O)CN3C(=O)NC(C)(c4ccccc4)C3=O)cc2)cc1C (stereo not drawn) | 11 | 6 | -2 | -5 | 100 | -2 | 0 | 0 | 0.1 | -0.2
COc1ccccc1NC(=O)Cn1nnc(-c2ccccc2NC(=O)c2cc3ccccc3oc2=O)n1 | 7 | 5 | 4 | -9 | 103 | -5 | -5 | -5 | 0.1 | 3.2
COc1ccc(CN2CCNC(=O)C2CC(=O)NC2CCCC2)c(C)c1C (stereo not drawn) | 1 | -4 | 4 | -2 | 99 | -4 | 0 | 0 | -0.1 | -2.4
CCCCN1CC(COCc2ccccc2)Oc2cccc(OCCN3C(=O)[C@@H]4[C@H](C3=O)C3C=C[C@H]4C3)c2S1(=O)=O (stereo partly drawn) | 15 | 0 | -1 | -5 | 96 | -5 | 71* | -5 | -0.2 | -0.9
CCc1ccccc1Nc1nc(N)nc(CSc2nnc3ccccn23)n1 | -3 | 3 | -3 | -6 | 105 | -8 | -5 | 3 | -0.1 | -0.8
O=C(CNCCO)N1CCc2ccccc21 | 0 | 0 | 4 | · | 92 | 8 | 0 | 1 | -0.2 | -1.3
O=C(NCc1ccccc1)C1CCCN(S(=O)(=O)c2cccc3nsnc23)C1 (stereo not drawn) | 4 | 0 | 2 | -6 | 103 | -2 | -3 | 0 | 0.0 | -2.1
COc1ccccc1S(=O)(=O)Nc1ccc(-c2nnc3n2CCCCC3)cc1 | -2 | -2 | -6 | -7 | 92 | 3 | -4 | -2 | -0.3 | -1.2
O=C(Nc1ccc(OCC(F)(F)C(F)F)c(C(F)(F)F)c1)c1ccccc1 | -5 | 6 | -2 | · | 92 | · | -21 | -7 | 0.6 | 1.7
CCOC(=O)C1=C(C)N(C)C(C)=C(C(=O)OCC)C1c1ccsc1 | 19 | 6 | 1 | 4 | 91 | -5 | -2 | 2 | -0.1 | 0.9
CN1CCN(c2ccc(Cl)cc2NC(=O)c2ccc(S(=O)(=O)N3CCCCCC3)cc2)CC1 | 4 | -4 | -7 | -5 | 100 | 13 | 13 | -2 | 0.9 | -0.1
CN(C)S(=O)(=O)c1ccc(C(=O)OCC(=O)NCc2ccccc2)cc1 | 11 | 1 | 2 | 0 | 100 | -9 | -2 | 0 | -0.1 | -1.8
Nc1ccc(C(=O)N(CCO)CCO)cc1 | 8 | 0 | -5 | -4 | 92 | 0 | 2 | 1 | -0.1 | -0.9
COC(=O)C1=C(C)Nc2nnnn2C1c1ccco1 (stereo not drawn) | 19 | -3 | 2 | -5 | 123 | 4 | 7 | 1 | 0.0 | -1.1
Cc1ccc2c(c1)N(C(=O)CCC(=O)O)CCO2 | 8 | 3 | -5 | -4 | 99 | -4 | 5 | 4 | -0.1 | -0.2
CCOc1ccc(-c2cc(C(=O)NCC3CCCO3)c3ccccc3n2)cc1 (stereo not drawn) | 8 | -4 | 12 | -3 | 97 | 5 | 0 | 2 | 1.3 | -1.2
CC(C)(C)c1ccc(OCCC(=O)Nc2cccc(S(=O)(=O)N3CCCC3)c2)cc1 | 10 | 4 | 4 | -7 | 97 | -9 | -23 | -6 | 0.5 | -2.4
COc1ccc(-c2csc(C(C)(O)c3ccncc3)n2)cc1OC (stereo not drawn) | 0 | 11 | -3 | -10 | 89 | -2 | -9 | -2 | 0.3 | -0.2
c1ccc(-c2cn3c(n2)CCC3)cc1 | 2 | 1 | 11 | · | 88 | 8 | 15 | 2 | 0.1 | -1.3
CC(Cc1ccccc1)N/C=C1/CC(=O)NC1=O (stereo not drawn) | 4 | 6 | -3 | -5 | 101 | 6 | -3 | 5 | 0.1 | 1.3
CCn1cc([C@@H]2C[C@H]3CN(Cc4cccc(Cl)c4)C(=O)[C@]34CCCN24)cn1 | -2 | -3 | 6 | -5 | 101 | 4 | 10 | -2 | -0.3 | -0.9
COc1cccc(C=NNC(=S)NN=Cc2cccc(OC)c2OC)c1OC | 12 | -1 | 9 | -6 | 94 | -2 | -9 | -3 | -0.6 | 1.0
Cc1cccc(C)c1NC(=O)C(c1ccccc1)N(C)CCc1ccccc1 (stereo not drawn) | · | 1 | · | · | 96 | -7 | 1 | 1 | 0.1 | ·
CCCCCCSc1cccc(-c2nc3ccc(C)cn3c2NCc2ccccc2)c1 | 8 | -6 | 0 | -9 | 98 | -1 | -20 | -4 | 1.8 | 0.8
CCOc1ccc2nc(NS(C)(=O)=O)sc2c1 | -1 | -1 | -6 | · | 98 | 18 | 0 | 3 | -0.3 | 0.5
CCOc1ccc(C(C(=O)NCC2CCCO2)N(C(=O)c2snc(C(N)=O)c2N)c2ccccc2F)cc1 (stereo not drawn) | 13 | 0 | 8 | -4 | 92 | -9 | 61* | -4 | 0.0 | -1.1
COc1ccc(NC(=O)CSc2nc3c([nH]c4ccccc43)c(=O)n2C)cc1 | -4 | -5 | -2 | -5 | 102 | · | -3 | 2 | -0.2 | -0.5
COc1ccc(N(C)S(=O)(=O)c2ccc3c(c2)oc(=O)n3C)cc1 | 2 | -1 | 2 | -6 | ? | -14 | -4 | -1 | -0.6 | -0.4
CC(C(=O)NCC1(c2ccccc2)CCCC1)N1CCCC1 (stereo not drawn) | 3 | 3 | 1 | -9 | 99 | 15 | -4 | -3 | 0.0 | -1.5
COc1ccc(/C=C(\C#N)C(=O)NC2CCS(=O)(=O)C2)cc1OC (stereo not drawn) | 1 | -3 | 7 | -4 | 103 | -1 | 12 | 2 | 0.0 | 2.5
C[C@H](CO)N1C[C@H](C)[C@@H](CN(C)S(C)(=O)=O)Oc2ccc(NC(=O)C3CC3)cc2C1=O | 5 | 2 | -1 | -10 | 98 | 3 | 9 | 1 | -0.2 | -0.3
Cc1ccc(O)c(C(=O)c2cc(C#N)c3nc4ccccc4n3c2)c1 | 10 | 0 | -4 | 0 | 115 | 7 | -8 | -2 | 0.3 | -2.5
CCOC(=O)c1c(NC(=O)CC2SC(N)=NC2=O)sc2c1CCC(C)C2 (stereo not drawn) | -3 | -1 | 7 | -5 | 91 | 4 | 3 | -1 | 0.2 | -1.4
Cc1ccc2nc(N3CCN(C=O)CC3)nc(-c3ccccc3)c2c1 | 1 | -5 | -10 | 0 | 97 | 2 | -4 | 0 | 0.4 | -0.7
CSc1ncccc1C(=O)OCC(=O)c1cccc(Br)c1 | 2 | 4 | -4 | -2 | 102 | -7 | -4 | 0 | 0.1 | 3.0
ClC(Cl)(Cl)c1nc(N/N=C/c2ccncc2)c2ccccc2n1 | -1 | 0 | 0 | 2 | 102 | -2 | -18 | 3 | 0.3 | -1.6
CCCC(=O)C1=C(O)C(C(=O)OC)C(C)(C)CC1=NCCCCCC(=O)O (stereo not drawn) | 0 | 3 | 8 | -6 | 92 | 3 | 18 | -1 | -0.1 | 1.4
O=C(CN1c2ccccc2Sc2ccccc21)NNC(=O)Nc1ccc(Cl)c(Cl)c1 | 5 | -1 | 0 | -12 | 97 | -3 | -6 | -2 | 0.1 | 23*
CCCc1cc(=O)n2[nH]c(-c3ccc(Cl)cc3)cc2n1 | 5 | -9 | 8 | -20 | 103 | 1 | -4 | 4 | 0.1 | -0.7
O=C1C=C(c2ccc(F)cc2OCc2ccccc2)C[C@@H](c2ccc(F)cc2)C1 | -2 | 16* | 2 | -11 | 98 | 1 | -16 | -9 | 0.0 | -0.8
CN(c1ccc(C(=O)NCCC2=CCCCC2)cc1)S(C)(=O)=O | -4 | -2 | 0 | -7 | 92 | 1 | -6 | -9 | -0.2 | -2.1
Cn1c(=O)c2c(ncn2CC(=O)Nc2ccc(Cl)cc2Cl)n(C)c1=O | 2 | 5 | 1 | -5 | 88 | -8 | 6 | 1 | 0.0 | -0.5
CN1CCN(c2ccc([N+](=O)[O-])cc2NC(=O)c2cccs2)CC1 | 6 | -10 | 9 | · | 102 | -9 | 6 | 2 | -0.7 | -1.2
CSCCC(NC(=O)COc1ccccc1)C(=O)OCCOc1ccc(Br)cc1 (stereo not drawn) | 10 | 0 | 7 | -6 | 88 | 3 | -2 | -1 | -0.3 | 3.8
O=C(c1cccs1)c1c[nH]cc1-c1ccccc1 | -6 | -2 | -1 | -4 | 101 | 9 | 3 | 0 | -0.1 | -0.7
CC1CCCCN1C(=O)COC(=O)c1cc(Cl)c2c(c1)OCO2 (stereo not drawn) | 2 | -1 | -3 | -13 | 95 | 4 | -6 | 2 | 0.0 | -2.5
Cn1c(NC2CCCCC2)cc(=O)n(C)c1=O | -2 | 1 | 10 | -6 | 103 | -1 | -3 | 2 | 0.0 | -1.9
Nc1nnc(SCCOc2ccc(Br)cc2)s1 | 9 | -7 | -3 | · | 99 | -6 | -28 | -1 | 0.1 | -0.9
Cc1cccc(-n2cc(CN3CCN(C(=O)c4ncn[nH]4)CC3)c(-c3cccc(F)c3)n2)c1 | 16 | 2 | -1 | 2 | 104 | 3 | 2 | 1 | 0.0 | -0.4
COc1ccc(-c2[nH]ncc2/C=C(\C#N)C(=O)NC2CC2)cc1 | -5 | 8 | 16 | -4 | 91 | 3 | -10 | 2 | -0.3 | 0.2

(further entries)
smiles | MC4R antag cAMP | m5-HT2A agonist | PDI turbidity | CaV13 FRET inh | ABCB6 inh MLPCN | Vif inh | Cardio protect | Glyco luc inh | aDG glyco up | MC4R barr agon
O=C(CSC1CN(C(c2ccccc2)c2ccccc2)C1)N/N=C/c1ccc(Cl)cc1Cl | 4 | 3 | -7 | -5 | 97 | -12 | -4 | 1 | -0.1 | -3.0
O=C(O)CSCc1nc2ccccc2[nH]1 | -2 | 12 | -1 | 3 | 97 | -2 | -5 | 3 | 0.0 | -2.2
O=C(Nc1nnc(CCc2ccccc2)s1)c1ccccc1F | 1 | -1 | 19 | -10 | 94 | -3 | -4 | 3 | 0.0 | -1.4
CN(C(=O)COC(=O)c1cccnc1Nc1cccc(C(F)(F)F)c1)C1CCS(=O)(=O)C1 (stereo not drawn) | 17 | 3 | 15 | -2 | 100 | -1 | -6 | 0 | 1.2 | -0.1
O=S(=O)(NCc1cn2ccsc2n1)c1cccs1 | 13 | 2 | -10 | -5 | 103 | 4 | 4 | 1 | -0.1 | -1.1
COc1ccccc1OCC(=O)Nc1ccc(S(=O)(=O)N2CCN(C)CC2)cc1 | 25 | 6 | 1 | -5 | 94 | -4 | 0 | -1 | 0.2 | 0.3

Screening results from PubChem.

Compounds as they come; any-hit rate near 3.6%.
